TRPV1 ag – activates the human vanilloid receptor TRPV1; Q8NER1; TRPV1-expressing cells, Fluo-8 calcium influx, agonist mode; activation, % at 8.33 µM; 0.19% of 320,000 active; AID 540275; in the data active = activation above about 80%; inconclusive = between about 30% and that limit; note: 0% is about no effect
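Fluo-8 calcium influx in TRPV1-expressing cells, kinetic read (ex 480/em 520 nm). Compound added and read 3 min for agonist activity, followed by capsaicin at EC20 final and 2 min further read for enhancement.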
TCR activator – activates T cell receptor signaling; primary human leukocytes, anti-CD3, IL-2 HTRF, 48 h; Potency, µM (doses to about 9.22 µM), without a hit: top-dose activation of IL-2 secretion, usual class: activators; 330,000 tested, under 10 active; AID 504894; note: % of control where 0% means no effect
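48 hr co-incubation of compounds, a-CD3 beads and primary human leukocytes; IL-2 quantified homogeneously by HTRF with anti-IL-2 K and d2 conjugates.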
CXXC DNA block – MLL CXXC-DNA interaction inhibition; Q03164; MLL-CXXC / FITC-HOXA9 DNA fluorescence polarization; Potency, µM (doses to about 115 µM), for the others: at the top dose activity change, negative = inhibition, most hits filed as inhibitors; 0.037% of 290,000 active; AID 2662; active = well fitted inhibition curve with a large enough effect in the polarisation, with a control signal flat, not every such curve was filed as active; inconclusive = small, poorly fitted or top-dose-only effect, or effect the other way, or a change in a side signal; inactive = no such curve, though single readings can be large or run the other way; the % refers to the polarisation; note: potency is the fitted concentration of half-maximal effect
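Steps: dispense CXXC domain solution (7 uM) → pin compounds or unlabeled HOX-A9 DNA control → 5 min ambient → add FLSN-HOX-A9 solution (50 nM) → spin → 30 min ambient → fluorescence polarization. Tris pH 7.5/NaCl/DTT/BSA buffer.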
B2AR arrestin – recruits beta-arrestin to the human beta2-adrenergic receptor. beta-arrestin recruitment to beta2AR, cell-based reporter. Potency, µM (highest dose often 46.1 µM), inactives show at the top dose activation, most hits filed as activators. 0.02% of 330,000 active. AID 492947;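 note: potency is the fitted concentration of half-maximal effect; 0% = DMSO controls and full agonism = EC100 isoproterenol or metaproterenol; nearly all actives have a fitted effect of over 65% in size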
Target sequence (P07550 whole entry, looked up): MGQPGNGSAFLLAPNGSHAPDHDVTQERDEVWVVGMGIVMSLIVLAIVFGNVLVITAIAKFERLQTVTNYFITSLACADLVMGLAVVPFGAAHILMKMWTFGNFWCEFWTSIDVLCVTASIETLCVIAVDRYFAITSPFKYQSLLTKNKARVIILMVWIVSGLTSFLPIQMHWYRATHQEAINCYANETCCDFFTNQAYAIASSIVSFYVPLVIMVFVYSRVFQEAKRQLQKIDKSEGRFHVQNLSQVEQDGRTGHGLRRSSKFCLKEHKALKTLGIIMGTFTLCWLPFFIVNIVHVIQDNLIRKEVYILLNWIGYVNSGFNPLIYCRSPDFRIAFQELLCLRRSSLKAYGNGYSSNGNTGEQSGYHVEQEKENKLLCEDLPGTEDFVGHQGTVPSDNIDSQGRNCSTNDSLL
AT treatment – candidate therapy for ataxia-telangiectasia; […] A-T fibroblasts, KAP-1 phosphorylation AlphaLISA; neocarzinostatin DNA damage 30 min before lysis; Potency, µM (titrated, usually from 57.5 µM), without a hit: at the top dose activation, actives largely listed as activators; 0.19% of 320,000 active; note: potency is the fitted concentration of half-maximal effect; % of control where 0% means no effect; nearly all actives have a fitted effect of over 45% in size
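hTERT-immortalized A-T patient fibroblasts ([…]), 500 cells/well in OPTI-MEM, 1% FBS, got compounds for 60 min, then NCS for 30 min at 37C. Lysates were then assayed for phospho-KAP-1 by AlphaLISA (anti-pKAP1 donor, anti-KAP1 acceptor beads), 6 hr at 25C.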
PTAP TSG101 blk – blocks PTAP/TSG101 interaction to inhibit HIV-1 budding. Fluorescence polarization, FITC-PTAP peptide / Tsg101 binding. Potency, µM (highest dose often 115 µM), inactives show top-dose activity change, negative = inhibition, hits mostly inhibitors. 340,000 tested, under 10 active; active = well fitted inhibition curve with a large enough effect in the main read-out, with a control signal flat, not every such curve was filed as active; inconclusive = small, poorly fitted or top-dose-only effect, or effect the other way, or a change in a side signal; inactive = no such curve, though single readings can be large or run the other way; note: potency is the fitted concentration of half-maximal effect; % of control where 0% means no effect
Target sequence (Q99816 whole entry, looked up): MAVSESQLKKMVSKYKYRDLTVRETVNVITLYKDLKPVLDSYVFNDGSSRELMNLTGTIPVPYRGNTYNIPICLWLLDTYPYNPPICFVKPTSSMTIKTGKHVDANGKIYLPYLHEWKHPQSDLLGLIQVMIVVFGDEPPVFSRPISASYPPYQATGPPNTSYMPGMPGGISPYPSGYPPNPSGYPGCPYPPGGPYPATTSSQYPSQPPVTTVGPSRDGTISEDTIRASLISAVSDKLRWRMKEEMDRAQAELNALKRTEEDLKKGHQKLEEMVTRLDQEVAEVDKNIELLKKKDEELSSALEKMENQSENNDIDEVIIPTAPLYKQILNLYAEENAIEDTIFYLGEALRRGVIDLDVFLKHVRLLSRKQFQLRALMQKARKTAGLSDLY
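Fluorescence polarization binding of Tsg101 binding domain (10 uM final) to FITC-labeled PTAP peptide (50 nM final) in HEPES pH 7.5 buffer with NaCl, Tween 20, EDTA, TCEP. Compounds added before peptide; binding 20 min at RT.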
a7 integrin act – activates integrin-mediated alleviation for muscular dystrophy. Potency, µM (doses to about 38.3 µM), without a hit: top-dose activation, usual class: activators. alpha7betagal myoblasts, beta-gal FDG fluorescence, 48 h. 0.064% of 350,000 active;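 note: potency is the fitted concentration of half-maximal effect; 100% = response of the positive control SU9516; nearly all actives have a fitted effect of over 60% in size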
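alpha7betagal+/- myoblasts (passage 13, 250/well) treated 48 h at 37C with compounds at 1:260 dilution of DMSO stock. Lysed, then beta-galactosidase activity read as FDG fluorescence (ex 480/em 540) after 30 min, with pre-read for autofluorescence.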
p53 reactivation – mutant p53 re-activation in reporter cells. H1299 p53-A138V BP100-luciferase reporter, luminescence, 24 h. Potency, µM (doses to about 92.2 µM), without a hit: at the highest dose activity change, positive = activation, hits mostly activators. 0.063% of 320,000 active; note: potency is the fitted concentration of half-maximal effect; % of control where 0% means no effect; nearly all actives have a fitted effect of over 45% in size
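p53-null H1299 cells stably carrying temperature-sensitive p53-A138V and a BP100-luciferase reporter were pinned with compounds (4-point, 1:5 series) and held 24 hrs at 37 deg C. Luminescence was read 10 min after detection reagent.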
ELG1 repair inh – blocks ELG1-dependent DNA repair in HEK293T cells; Potency, µM (titrated, usually from 46.1 µM), for the others: top-dose activity change, negative = inhibition, hits mostly inhibitors; HEK293T ELG1-luciferase reporter, luminescence, 16 h; DNA damage induced by 5-fluorouridine; 2.3% of 330,000 active; AID 504467; note: potency is the fitted concentration of half-maximal effect; % is set by controls: 0 for no effect and ±100 for the full control effect; nearly all actives have a fitted effect of over 55% in size
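Cells (2,000 per well) received 5-fluorouridine plus test compound or DMSO and were incubated 16 hr at 37 °C, 5% CO2. Luciferase activity was read by luminescence 30 min after ONE-Glo addition; signal suppression marked inhibition of damage-induced ELG1 function.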
BRCA1 expr act – increases BRCA1 expression. MCF7-BRCA1-FFLuc reporter, luminescence, 48 h; response scale: scaled: vehicle 0%, 10 µM genistein 100%. Potency, µM (titrated, usually from 46.1 µM), without a hit: at the highest dose activation, usual class: activators. 1.1% of 380,000 active. AID 624202; note: potency is the fitted concentration of half-maximal effect; nearly all actives have a fitted effect of over 80% in size; some results filed as inactive show a strong effect at the top dose
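MCF7-BRCA1-FFLuc, 2000 cells/well; 2 h attach, 37 °C/5% CO2; compound 48 h; luciferase substrate 15 min; luminescence end-point. Norm. to genistein 10 microM max activation and DMSO; concentration-response curves fitted.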
An asterisk follows results filed as active; ? = inconclusive; . = no result given; [ ] = another dose, or the depositor's remark. Unless noted, calls come from the whole dose curve; as a rule, active = well fitted curve in the direction sought with a large enough effect; inconclusive = small, poorly fitted or top-dose-only effect, or another doubt; inactive = no such curve, though single readings can be large; an effect the other way counts as inactive or inconclusive.

SMILES	TRPV1 ag	TCR activator	CXXC DNA block	B2AR arrestin	AT treatment	PTAP TSG101 blk	a7 integrin act	p53 reactivation	ELG1 repair inh	BRCA1 expr act
Cc1sc(NC(=O)C2CCCCC2)c(C#N)c1-c1ccccc1	1	2%	-1%	-0.8%	3%	-8%	-22%	?	?	7.1µM*
N#CCCCN1C(=O)C(O)(CC(=O)c2ccc3c(c2)OCCO3)c2ccccc21 (stereo not given)	-2	5%	5%	0.3%	-1%	-5%	-25%	2%	12%	-11%
CN(Cc1ccc(Cl)cc1)C(=O)c1ccc2ccccc2n1	15	-1%	15%	-0.7%	8%	-1%	8%	-3%	-2%	7%
O=C1C(=O)N(Cc2cccnc2)C(c2cccc(O)c2)/C1=C(\O)c1ccc2c(c1)OCCO2 (stereo not given)	0	-4%	-8%	0.1%	-4%	-3%	41%	22%	14%	3%
N#C/C(=C/c1ccncc1)c1nc2ccccc2c(=O)[nH]1	6	-1%	-1%	-0.5%	12%	-16%	16%	0%	-1%	1%
CCOc1ccc(-n2cc(C(=O)NCc3ccco3)c3cc(OC)c(OC)cc3c2=O)cc1	7	-4%	1%	-0.1%	6%	-2%	0%	2%	?	-42%
O=C1CCN1C1(C(=O)NC2CCCCC2)CCCC1	-1	-1%[46.1 µM]	-2%	-1.6%	-4%	-4%	8%	-4%	-2%	-7%
C=CCc1ccccc1OCC(O)CN1CCN(C(=O)OCC)CC1 (stereo not given)	-3	-9%	-11%	0.3%	6%	-3%	-8%	11%	-5%	-21%
Cc1nc2ccccc2c(=O)n1CCN1CCOCC1	0	-3%	1%	0.0%	-2%	-13%	14%	1%	1%	10%
COc1ccc(/C=N/NC(=O)CNC(=O)c2ccc(S(=O)(=O)N3CCOCC3)cc2)cc1OC	-1	-14%[46.1 µM]	-6%	-0.3%	-9%	2%	-19%	-9%	?	2%
COc1cc(/C=N/n2c(C3CCCCC3)n[nH]c2=S)cc(Br)c1O	-2	-1%	8%	-0.4%	0%	-1%	7%	-3%	-19%	-27%
COc1ccc(S(=O)(=O)N2CCOCC2)cc1NC(=O)CCc1nc2ccccc2c(=O)[nH]1	-5	11%	3%	-1.0%	11%	-1%	23%	1%	16%	10%
Cc1ccc(Cn2ccsc2=NC(=O)CCl)cc1	3	-2%	3%	0.0%	2%	-8%	-64%[inhibitor]	-15%	1%	-83%[inhibitor]
Cc1ccccc1S(=O)(=O)Cc1ccc(C(=O)NC2CCCCC2C)o1 (stereo not given)	1	5%	4%	0.0%	4%	0%	23%	-4%	?	0%
C[C@H](CO)N1C[C@H](C)[C@@H](CN(C)S(=O)(=O)c2ccccc2)Oc2c(NC(=O)Nc3ccccc3)cccc2C1=O	.	4%	.	-0.9%	12%	3%	-4%	-5%	?	-5%
CC(=O)Nc1ccc(C2NC(=S)N(c3ccccc3C(F)(F)F)C(C)=C2C(=O)N2CCOCC2)cc1 (stereo not given)	-1	8%	0%	0.3%	0%	-3%	0%	-1%	-11%	-25%
CC(C)(C)c1ccc(Oc2ccc(NC(=O)C3CC=CCC3C(=O)O)cc2)cc1 (stereo not given)	1	8%	2%	-0.3%	-6%	-4%	16%	-5%	20%	-30%
COc1ccccc1-c1nnc(SCC(=O)O)n1C	-2	-4%	-5%	-0.4%	5%	-9%	-11%	?	11%	-21%
CCCCN(CC)CCCNC(=O)c1ccc2c(c1)N(CC)C(=O)c1ccccc1S2(=O)=O	-2	0%	12%	0.3%	-5%	-4%	-7%	2%	27%	8%
CN(C)C1=NCCN1CC1CCCCC1	-2	-1%	.	3.6%	25%	-2%	21%	-10%	11%	-9%
Cc1occc(=O)c1OC(=O)Nc1ccccc1	-1	0%	-2%	-0.1%	4%	1%	16%	23%	17%	82%
C=CCNC(=S)N1CCN(CCN=CC2=C(O)CC(c3ccc(Cl)cc3)CC2=O)CC1 (stereo not given)	4	-1%	8%	-1.1%	0%	-3%	20%	-1%	-15%	-20%
CCOC(=O)C(N)CSC1CC(=O)N(c2ccc(OCC)cc2)C1=O (stereo not given)	1	1%	-12%	-1.0%	-7%	-6%	15%	.	-1%	1%
c1coc(-c2nnc3sc(C4CCCCC4)nn23)c1	0	-1%	1%	-0.5%	15%	-2%	-5%	-4%	2%	2%
CCC12CN(C(=O)c3ccc([N+](=O)[O-])cc3)CC(CC)(CN(C(=O)c3ccc([N+](=O)[O-])cc3)C1)C2=O	5	-4%	3%	-1.3%	7.1µM*	0%	-5%	-1%	-4%	-10%
New compounds follow:
SMILES	TRPV1 ag	TCR activator	CXXC DNA block	B2AR arrestin	AT treatment	PTAP TSG101 blk	a7 integrin act	p53 reactivation	ELG1 repair inh	BRCA1 expr act
CCOc1cc(/C=N/NC(N)=S)cc(Br)c1OCc1ccccc1C	-5	1%	22%	?	0%	-3%	-29%	-6%	-3%	-91%[inhibitor]
CCCC(c1nnnn1Cc1cccs1)N1CCN(C2CCCC2)CC1 (stereo not given)	3	10%	1%	0.1%	3%	-5%	-22%	3%	-12%	-13%
O=[N+]([O-])c1ccc(-c2c(O)c3ccccc3c3nc4ccccc4nc23)cc1	1	3%	9%	-0.7%	-1%	-10%	-3%	-2%	23µM*	-1%
C/C=C/c1ccc(OCCCNC2CCCC2)c(OC)c1	7	4%	5%	-1.0%	0%	0%	-62%[inhibitor]	4%	1%	-46%
CCOc1cc(-c2nc(-c3ccc(OC)cc3)no2)cc(OCC)c1OCC	1	1%	-14%	-0.1%	8%	1%	6%	1%	3%	-4%
COc1ccc(CCNC(=O)CSc2nc(=O)n3cc(C)ccc3n2)cc1OC	3	5%	.	0.1%	-11%	-1%	5%	1%	15%	-4%
Cc1ccc(OCC(=O)Nc2ccccc2[N+](=O)[O-])c(Br)c1	5	6%	-1%	0.0%	0%	-5%	?	17%	?	?
Cc1[nH]c2ccccc2c1C(=O)CN1C(=O)C(=O)N(C2CCCC2)C1=O	12	-2%	-1%	0.0%	1%	-2%	1%	-4%	12%	40%
O=C(O)/C=C/c1nc(-c2ccccc2)n2ccccc12	-4	-6%[46.1 µM]	3%	?	.	1%	17%	?	?	-21%
CCOc1ccccc1NC(=O)C(NCC1CCCCC1)c1ccccc1 (stereo not given)	28	3%	-3%	0.2%	17%	-3%	-21%	5%	-3%	-23%
O=C(CSC1=NS(=O)(=O)c2ccccc2N1)N1CCCCC1	-2	3%	.	0.4%	2%	-6%	-12%	6%	?	15%
Cc1cccc(OCC(=O)NCc2n[nH]c(=O)c3ccccc23)c1	-5	1%	.	-0.2%	-4%	-2%	-2%	-3%	?	18%
CCC(=O)Nc1c(-c2cccs2)c(=O)c2ccccc2n1C	3	1%	-7%	-0.1%	1%	-8%	-15%	-2%	1%	2%
COc1ccc(C(=O)OCC(=O)N2CCCCC2)cc1[N+](=O)[O-]	2	2%	6%	-0.2%	0%	-4%	5%	14%	?	35%
COc1ccc(-c2nc3ccccc3c(=O)n2NC(=O)Cc2ccccc2)cc1	2	0%[46.1 µM]	0%	0.5%	8%	-3%	-1%	-5%	0%	-3%
CCOc1ccc(C(c2c(C)[nH][nH]c2=O)c2c(C)[nH][nH]c2=O)cc1OC	-4	-2%	-11%	-0.2%	6%	0%	21%	8%	0%	5%
O=C(COC(=O)c1ccc(Cl)nc1)NCc1cccs1	6	8%	-5%	-0.5%	2%	-6%	18%	1%	0%	10%
Nc1ccccc1-c1ccn[nH]1	.	-2%	.	.	.	-7%	2%	.	.	-32%
COc1ccc(C)cc1S(=O)(=O)N1CCCC(N2CCOCC2)C1 (stereo not given)	-1	-6%	-21%	-0.3%	9%	1%	18%	15%	-8%	-19%
CCOCCCNC(=S)N1CCCN(c2nc3cc(C)cc(C)c3cc2C#N)CC1	16	6%	-1%	-0.1%	7%	-5%	5%	-5%	?	-46%
CCOC(=O)C1=C(C)OC(N)=C(C#N)C1c1cc2c(cc1[N+](=O)[O-])OCO2 (stereo not given)	-1	2%	2%	-0.1%	9%	-1%	-6%	20%	?	-37%
CC(=O)c1ccc(-n2c(CCC(=O)O)ccc2-c2ccccc2)cc1	0	2%	?	-0.8%	3%	-2%	11%	5%	9%	0%
CCOC(=O)Cn1nc(C)c([N+](=O)[O-])c1C	-1	-37%	1%	-0.4%	0%	-9%	3%	0%	7%	5%

Source: PubChem BioAssay (National Center for Advancing Translational Sciences (NCATS))
